Screening results (PubChem)
HSF-1 act: increases HSF-1 driven luciferase reporter signal; NIH3T3-HGL HSF-1 luciferase reporter, MG132, 8 h; 100% = twice DMSO control signal; activation, % at 9 µM; actives 1.7% (n = 300,000); AID 504408;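 active means mean replicate activation of at least 50% with a set share of replicates each reaching 50%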;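 further: 0% = median of the neutral control wells and 100% = twice that signal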
HIF activator: HIF pathway transcriptional activation. activation, % at 7.5 µM (by protocol). U2OS HRE-luciferase reporter, luminescence; normalized: DMSO 0%, desferrioxamine 100%. actives 0.32% (n = 300,000);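 active means mean activation of at least 10% of the iron chelator positive control signal, with at least half of replicates also reaching 10%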
AI-2 QS mod: modulates the Vibrio harveyi AI-2 quorum sensing system. Vibrio harveyi JMH597 AI-2 luminescence/OD600 ratio, 9 h; hits give low values; strain lacks LuxN and CqsS sensors; 0 = neutral-control median. activity change, % at 7.5 µM. actives 0.4% (n = 300,000). AID 2094; in the data active means activity change below about -75%, passing the limit was not always enough;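 further: luminescence divided by OD600 gain over 9 h not by final OD600 alone; inactives centre near 13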
IEC-6 cytotox: kills IEC-6 intestinal cells in KLF5 counter-screen; IEC-6 cytotoxicity, luminescence viability; actives 0.78% (n = 290,000); inhibition, % at 5 µM; in the data active means inhibition above about 22%;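 further: 0% = plate median of test compound wells and 100% = cytotoxic reference compound wells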
HSP90 refold inh: HSP90 refolding inhibition in rabbit reticulocyte lysate; luciferase refolding luminescence, 3 h; inhibition, % at 5.6 µM; actives 0.91% (n = 290,000); AID 1789;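 active means inhibition above the screen-wide mean plus 3 SD, computed separately per campaign, cut at about 16% in these data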;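 further: 0% = DMSO wells and 100% = 60 µM geldanamycin wells; inhibitors lower the luminescence because luciferase stays unfolded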
HSF1 inh: HSF1 inhibition; NIH3T3-HGL HSE-luciferase, MG132-induced, luminescence 8 h; hits give low values; activity change, negative = inhibition, % at 7.5 µM (by protocol); actives 0.77% (n = 300,000);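 active means more than half of replicate wells show activity change below -50%, luminescence cut by over half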;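 further: luciferase reports HSF-1 transcriptional activity via heat shock element; 0% = median of DMSO wells and -100% = zero luminescence signal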
aSyn UTR inh: 5' untranslated region of α-synuclein, MLPCN primary screen; alpha-synuclein 5'UTR reporter, inhibitor activity; inhibition, % (tested at 7.5 µM); actives 0.82% (n = 300,000); in the data active means inhibition above about 60%;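 further: H4 neuroglioblastoma cells stably carrying SNCA 5'UTR luciferase fusion; 0% = DMSO wells and 100% = positive control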
Platelet DG rel: platelet dense granule release activity. actives 0.22% (n = 300,000). inhibition, %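 (compounds screened at 7.5 µM in platelet-rich plasma)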. human platelet-rich plasma, SFLLRN dense granule ATP release, luminescence. AID 1663;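 active means mean replicate score, as percent of positive control, at or above 50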
KLF5 inhibitor: suppresses KLF5 promoter-driven expression; DLD-1 KLF5 promoter-luciferase reporter, luminescence; inhibition, % at 5 µM; actives 0.23% (n = 290,000);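 active means inhibition above a per-plate limit of that plate's mean compound inhibition plus 3 SD, cut at about 60% in these data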;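 further: 0% = DMSO wells and 100% = LY294002 at 200 µM; higher means less KLF5 promoter-driven luciferase light; inactives centre near -14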
SKKanGAS inh: blocks kanamycin growth of S. pyogenes SKKanGAS strain. BacTiter-Glo, 6 h. inhibition, % at 7.5 µM. actives 1.3% (n = 300,000). AID 1662;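 active means mean replicate score, as percent of positive control median, at least 50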;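 further: strain carries kanamycin resistance gene driven by streptokinase promoter and grows in 40 µg/ml kanamycin; loss of luminescence reflects streptokinase promoter inhibition or plain growth inhibition; 0% = median of DMSO wells and 100% = positive control at its reference dose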
The depositor's hits bear a star; . = not tested or not shown. Random draw from the library; any-hit rate near 6%.

Second line of a record – HSF-1 act	HIF activator	AI-2 QS mod	IEC-6 cytotox	HSP90 refold inh	HSF1 inh	aSyn UTR inh	Platelet DG rel	KLF5 inhibitor	SKKanGAS inh
> CCC1Sc2ccccc2N(CC(=O)NC2CCCC2)C1=O (configuration not stated)
 : 1	-0.2	19	-2	-1	2	7	2	-6	6
> CCN(CC(=O)Nc1ccc(NC(C)=O)cc1)C(=O)CN1C(=O)NC2(CCCC2)C1=O
 : -5	0.0	23	.	.	-9	6	1	.	3
> COc1ccc(Cl)cc1C(=O)Nc1nc2ccc(S(C)(=O)=O)cc2s1
 : -2	-0.4	13	0	-2	6	-73	8	-40	-2
> CCCC(=O)OC1CC(C)N(C(=O)c2ccccc2)c2ccc(C)cc21 (configuration not stated)
 : 22	-0.3	7	-3	-1	11	4	4	-26	-5
> CCOC(=O)Cn1c(=O)oc2cc(S(=O)(=O)Nc3ccc(N(CC)CC)cc3C)ccc21
 : 24	-0.3	34	-3	-1	19	-23	3	-25	-2
> CCOC(=O)c1[nH]c(C)c(/C(O)=C2\C(=O)C(=O)N(CCN(C)C)C2c2ccncc2)c1C (configuration not stated)
 : 4	-0.4	17	-6	-1	3	-18	-7	-34	-14
> CCN(CC)C(=O)CC(c1ccc2c(c1)OCO2)c1c(OC)cc(OC)c2ccc(=O)oc12 (configuration not stated)
 : 6	-0.3	30	.	.	8	-23	-11	.	5
> Cc1cc(C)n(C(=O)CNC(=O)c2cccc(Cl)c2)n1
 : 14	0.7	4	0	3	-4	4	0	9	-1
> Cc1nc2c3cnn(-c4ccccc4)c3ncn2n1
 : 7	0.6	12	-3	-5	12	-6	0	-8	20
> COc1ccc(-c2cc3nc(C)c(CCC(=O)NCc4ccc(F)cc4)c(C)n3n2)c(OC)c1
 : 27	-0.2	15	-1	-1	14	16	4	-11	2
> COc1ccc(C(=O)NC2CC(C)(C)Cc3occc32)cc1 (configuration not stated)
 : 15	-1.0	6	-1	5	0	-4	-15	-42	-12
> C#CCNC(=O)C1=C[C@@H](c2ccccc2)C[C@@H](OCc2ccc(CO)cc2)O1
 : -5	0.8	18	-5	-1	-2	-7	0	8	9
> Cc1nn(Cc2ccccc2Cl)c2sc(C(=O)OC3CCCC3=O)cc12 (configuration not stated)
 : 11	-0.2	3	4	3	5	35	2	-36	0
> CCCC(=O)N(c1ccc(OCC)cc1)S(=O)(=O)c1ccc2c3c(cccc13)C(=O)N2C
 : 6	-0.1	18	-6	-3	-4	-3	6	-34	7
> CCCN1CCN(C(=S)Nc2ccc3nc(N4CCN(CC)CC4)cc(C)c3c2)CC1
 : -4	-0.4	15	7	5	-3	-43	-2	-15	0
> C=CCSc1nc(C)cc2c1C(=O)OC2
 : -7	-0.1	.	-3	-3	8	24	-5	-18	-3
> O=C(O)/C=C/C(=O)Nc1ccc(Oc2ccccc2)cc1
 : -59	0.0	47	1	4	-54*	-40	1	30	-2
> N#CCC(=O)N/N=C/c1ccc(N2N=C(c3ccccc3)CC2c2ccccc2)cc1 (configuration not stated)
 : 4	0.1	-1	-2	12	6	11	-12	-6	16
> COC(=O)c1ccc(N2CCOCC2)c(NC(=O)c2ccc3c(c2)OCCO3)c1
 : 9	-0.2	20	-3	-1	4	17	2	-61	11
> NC(=O)c1ccsc1NC(=O)CSc1nnc(Nc2ccccc2)s1
 : 16	0.4	2	-4	-2	2	-8	1	-10	-10
> O=C(O)c1cc(-c2ccc(/C=C3\NC(=O)N(c4ccc(Cl)cc4)C3=O)o2)ccc1Cl
 : 18	-0.1	-13	-8	-2	-8	-2	-4	-1	3
> N#Cc1c(-c2ccc(Cl)cc2)cc(-c2ccccc2)nc1SCC(=O)O
 : 19	-0.5	55	-2	-1	-3	-12	1	-14	29
> Cc1ccccc1OCC(=O)Nc1ccccc1CO
 : -1	1.0	8	5	0	0	-23	-2	0	-2
> CC(=O)Nc1ccc2c3c(cccc13)C(=O)N(c1ccccc1)C2=O
 : -6	-1.1	27	-3	0	4	34	0	16	-5
> CCCCc1cc(=O)oc2cc(C)cc(OCC(=O)O)c12
 : 4	-0.1	2	0	4	-6	3	0	-33	4
> CCOc1ccc(S(=O)(=O)N2CCCC(C(=O)N3CCCC3)C2)cc1 (configuration not stated)
 : -4	-0.6	29	-3	-1	-6	16	40	-37	2
> CC(OC(=O)c1nsc(Cl)c1Cl)C(=O)NCCc1ccccc1 (configuration not stated)
 : -1	0.2	29	-1	-1	-2	-4	-16	-11	2
> COC(=O)c1[nH]c(C)c(/C(O)=C2\C(=O)C(=O)N(CCN(C)C)C2c2cc(OC)ccc2OC)c1C (configuration not stated)
 : -1	-0.3	30	-2	-1	-1	-6	-8	-8	-15
> Cc1ccc(S(=O)(=O)Nc2ccc(N(C)S(=O)(=O)c3ccc(C)cc3)cc2)cc1
 : 4	2.0	44	-4	1	5	-13	14	-8	-9
> CCOC(=O)c1sc2nc(-c3cccnc3)ccc2c1N
 : 75*	2.2	-5	-2	2	36	-150	14	-211	-12
> CC(C)NC(=O)C(Sc1ccccc1)c1ccccc1 (configuration not stated)
 : 5	-0.4	5	-2	3	0	-2	-3	-20	-2
> FC(F)Oc1cccc2cccnc12
 : -23	-0.5	29	1	10	-9	-14	4	8	-8
> Cc1c(Cl)cccc1NC(=S)N1CCN(c2ccccn2)CC1
 : 15	0.1	10	-5	2	-5	17	4	-37	5
> O=C(NC1=NN(c2ccccc2)CC1)Nc1ccccc1F
 : 29	1.6	13	5	0	28	-34	2	-4	1
> Cc1ccc(-c2nn(CC(=O)NCC3CCCO3)c(=O)c3ccccc23)cc1 (configuration not stated)
 : -4	0.1	14	-1	3	-2	-20	1	-6	-7
> O=C(Nc1cccc(C(=O)N2CCN(c3ccccc3)CC2)c1)c1ccco1
 : 3	-0.6	27	-7	-5	-6	21	0	-13	4
> Cc1cccc(-n2cnc(C(=O)N3CCN(C)CC3)c2)n1
 : -8	0.9	22	-7	-3	-5	-7	9	-11	-42
> Cc1ccc(C(=O)COc2ccccc2-c2ccccc2)cc1C
 : -3	0.0	5	-4	-2	6	32	-9	-12	-5
> O=C(CCCCn1c(=O)[nH]c2ccccc2c1=O)NCc1ccc2c(c1)OCO2
 : 1	-0.3	0	5	8	-7	-6	4	14	-8
> Cc1ccc(CNC(=O)CN(Cc2ccccc2)S(C)(=O)=O)cc1
 : -13	0.8	11	2	3	-4	9	-1	-14	1
> O=C(CC1Nc2ccccc2NC1=O)Nc1ccc2c(c1)OCO2 (configuration not stated)
 : -22	1.1	18	0	2	-3	-108	-10	-114	-11
> OCCCNc1ncnc2c1[nH]c1ccccc12
 : -24	0.1	4	2	0	-8	-10	0	-26	-5
> Cc1noc(C)c1S(=O)(=O)N1CCN(c2ccc([N+](=O)[O-])cc2)CC1
 : 22	.	14	-9	-1	6	-8	-9	-7	-10
> CCN(CC)c1ncc(C#N)c(N)n1
 : -39	-0.5	20	1	-2	-23	12	21	3	18
> CCC(=O)N1CCN(c2ccccc2NC(=O)COc2ccc(C(C)C)cc2)CC1
 : -1	-0.3	7	6	3	8	-6	-12	-43	1
> CCOC(=O)c1ccc(NS(=O)(=O)c2ccc3oc(=O)[nH]c3c2)cc1
 : -21	-2.2	48	0	-2	-10	-3	9	-20	-3
> O=C(COC(=O)CSc1cc(Cl)ccc1Cl)Nc1ncc(C(F)(F)F)cc1Cl
 : .	.	30	1	4	.	14	-2	-46	-5
> CCOc1cc(NC(=O)C2CCCCC2)c(OCC)cc1NC(=O)c1ccccn1
 : -1	0.2	11	-3	0	-7	19	6	-5	-5
> COc1ccccc1NC(=O)Nc1cc(C(C)(C)C)nn1C
 : 26	0.0	22	-1	-1	3	13	-1	-34	0
> CN(Cc1ccco1)C(=O)Cn1ncc2c([nH]c3ccccc32)c1=O
 : 11	1.0	21	-2	-11	8	-4	-6	-15	-2

Additional entries follow.
Second line of a record – HSF-1 act	HIF activator	AI-2 QS mod	IEC-6 cytotox	HSP90 refold inh	HSF1 inh	aSyn UTR inh	Platelet DG rel	KLF5 inhibitor	SKKanGAS inh
> O=C(CCNC(=O)c1ccccc1Cl)NCc1ccncc1
 : -33	-0.8	5	.	.	-7	13	0	.	-10
> CCOc1ccc(NC(=O)CCN2CCN(c3ccccc3OC)CC2)cc1
 : .	.	14	-4	1	.	.	.	-30	-10
> CC(=O)c1ccc(N2Cc3ccccc3/C2=N\C(=O)Nc2ccccc2)cc1
 : 22	1.9	15	-1	0	5	-98	-4	-122	-1
> O=Cc1s/c(=N\S(=O)(=O)c2ccccc2)n(CCCCl)c1Cl
 : 60*	-5.9	25	-2	-3	44	70*	19	-40	-2
> Cc1ccc(NC(=O)C2CCCN2C(=O)NC2CCCCC2)cc1F (configuration not stated)
 : -8	0.0	-2	-1	0	-7	4	4	-8	-5
> O=C(OCCCN1CCOCC1)c1ccc(O)c(O)c1
 : -73	0.1	12	-2	-4	-65*	-40	-2	-25	2
> Cc1ccc(CNC(=O)Nc2cccc(C)c2)cc1
 : 2	1.8	-90*	4	7	3	-117	-1	-49	-14
> CCOc1ccc(C(=O)Nc2nc(C)c(C(=O)OC)s2)cc1
 : 16	1.3	10	-1	7	5	-97	22	-17	2
> Cc1ccc(O)c(NC(=O)c2cc(C)no2)c1
 : 100*	-13	23	-1	-4	60	-48	3	-22	-1
> COc1ccc(N2C(=O)N(Cc3ccc(C)cc3)c3ccccc3S2(=O)=O)cc1
 : 2	-0.6	22	-2	27*	2	41	-1	-70	6
> CS(=O)(=O)c1ccc(C(=O)Nc2ccc(N3CCCCC3)cc2)c(Cl)c1
 : -2	-0.7	15	-3	0	2	-44	-8	-29	3
> O=C(Nc1ccccc1Cl)c1ccccc1S(=O)(=O)c1ccccc1[N+](=O)[O-]
 : 9	-0.2	14	-3	0	14	-2	-9	-29	5
> NC(=O)C1(N2CCCCC2)CCN(Cc2ccc(F)cc2)CC1
 : -12	-0.2	18	4	8	-5	-3	3	-25	-3
> CC(C)(C)c1ccc(OCC(=O)NCC(c2cccs2)N2CCOCC2)cc1 (configuration not stated)
 : 9	3.4	12	.	.	5	-28	-4	.	-3
> Cc1ccc(NC(=O)CSc2nnc(NC(=O)C3CC3)s2)cc1C
 : 1	0.0	8	-1	0	-1	6	0	15	2
> CCOC(=O)C1CCN(C(=O)CN(c2cccc(C(F)(F)F)c2)S(C)(=O)=O)CC1
 : -1	0.0	11	1	-3	11	7	10	-19	10
> CCNC(=O)C1CCCN1S(=O)(=O)c1ccc2ccccc2c1 (configuration not stated)
 : 0	-0.3	18	-5	-1	-3	12	19	-47	1
> NS(=O)(=O)c1ccc(CNC(=O)C2(c3ccc(Cl)cc3)CC2)cc1
 : 0	-0.1	19	-11	-2	-4	20	-28	11	-2
> S=C(NCCc1ccccc1)NCCN1CCOCC1
 : 14	-0.5	-9	5	-4	-3	-30	1	-39	5
> O=C(/C=C/c1cc2c(cc1Br)OCO2)NCc1ccc(F)cc1
 : -2	-0.2	10	5	2	4	21	-1	-16	0
> O=C(NCCN1C(=O)S/C(=C\c2ccc(OC(F)F)cc2)C1=O)c1cnccn1
 : -10	-0.5	-3	19	1	0	50	-3	38	0
> CCN(c1ccccc1)S(=O)(=O)c1ccc2[nH]c(=O)[nH]c2c1
 : 9	0.0	40	0	3	-5	-10	-5	-17	3
> COc1ccc(-c2nc3c(-c4ccccc4)cnn3cc2C)cc1F
 : 25	3.1	17	2	-2	14	-55	-3	-17	-6
> CCOc1ncccc1C(=O)OCC(=O)Nc1nnc(-c2ccccc2)o1
 : -9	0.2	0	.	.	-6	6	7	.	20
> O=C(COc1ccccc1F)Nc1ccc2[nH]c(=O)[nH]c2c1
 : -5	0.0	11	.	.	-3	4	11	.	8
